PP5 primary – blocks human protein phosphatase 5 activity | P53041 | purified PP5c, OMFP substrate fluorescence | 320,000 compounds, 0.18% hits | inhibition, % at 6.7 µM;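 active means inhibition above the campaign's mean inhibition across all tested compounds plus 3 SD, cut at about 9.5% in these data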;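 further: 0% = DMSO only and 100% = 100 µM cantharidin control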
Target sequence (P53041 whole entry, looked up): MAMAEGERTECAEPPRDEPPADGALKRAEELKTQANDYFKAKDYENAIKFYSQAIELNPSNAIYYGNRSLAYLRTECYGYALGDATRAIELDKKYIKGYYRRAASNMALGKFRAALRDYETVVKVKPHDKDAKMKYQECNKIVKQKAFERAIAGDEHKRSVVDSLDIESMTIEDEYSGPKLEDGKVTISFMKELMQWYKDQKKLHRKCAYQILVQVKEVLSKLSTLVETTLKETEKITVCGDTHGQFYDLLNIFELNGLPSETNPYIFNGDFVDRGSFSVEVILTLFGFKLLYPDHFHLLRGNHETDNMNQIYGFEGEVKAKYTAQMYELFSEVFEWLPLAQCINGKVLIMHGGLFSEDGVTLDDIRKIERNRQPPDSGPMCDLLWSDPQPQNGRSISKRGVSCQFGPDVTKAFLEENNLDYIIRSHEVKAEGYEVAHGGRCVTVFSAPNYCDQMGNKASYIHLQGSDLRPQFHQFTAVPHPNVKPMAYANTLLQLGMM
procasp3 activ – procaspase-3 (human) activation; P42574; activation, % at 8.5 µM; recombinant procaspase-3 D3A, Ac-DEVD-pNA absorbance 405 nm; 330,000 compounds, 0.11% hits;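 active means activation above the mean of all tested compounds plus 3 SD, cut at about 21% in these data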;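 further: 0% = DMSO alone and 100% = DMSO wells spiked with extra 5 µM PC-3 D3A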
Target sequence (P42574 whole entry D9A/D28A/D175A): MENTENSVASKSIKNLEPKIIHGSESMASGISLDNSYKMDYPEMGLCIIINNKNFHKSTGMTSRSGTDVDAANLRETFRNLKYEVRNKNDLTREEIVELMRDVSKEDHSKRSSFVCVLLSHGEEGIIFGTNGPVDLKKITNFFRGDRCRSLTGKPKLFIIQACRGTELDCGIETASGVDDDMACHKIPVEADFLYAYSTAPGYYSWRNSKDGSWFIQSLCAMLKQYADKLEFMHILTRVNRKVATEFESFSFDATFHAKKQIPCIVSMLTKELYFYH
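Technique: 405 nm absorbance of p-nitroaniline, reads at 0 and 120 min; Test system: Procaspase-3 D3A mutant; Incubation: 1 h enzyme-compound preincubation, then 2 h substrate reaction, 25 °C; Repeats: singlicate, each compound tested once; Benchmarks: low control DMSO wells, high control DMSO plus 5 µM PC-3 D3A.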
proCasp7 act – activates human procaspase-7, counter-screen for procaspase-3 activators; recombinant procaspase-7, Ac-DEVD-pNA absorbance 405 nm; D23A/D198A/D206A triple mutant, cannot self-cleave; scale: DMSO 0, 5 µM enzyme 100; activation, % at 8.5 µM; 330,000 compounds, 0.093% hits; AID 463210;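 active means percent activation above the screen-wide mean plus 3 SD, cut at about 25% in these data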
Target sequence (P55210 whole entry D23A/D198A/D206A): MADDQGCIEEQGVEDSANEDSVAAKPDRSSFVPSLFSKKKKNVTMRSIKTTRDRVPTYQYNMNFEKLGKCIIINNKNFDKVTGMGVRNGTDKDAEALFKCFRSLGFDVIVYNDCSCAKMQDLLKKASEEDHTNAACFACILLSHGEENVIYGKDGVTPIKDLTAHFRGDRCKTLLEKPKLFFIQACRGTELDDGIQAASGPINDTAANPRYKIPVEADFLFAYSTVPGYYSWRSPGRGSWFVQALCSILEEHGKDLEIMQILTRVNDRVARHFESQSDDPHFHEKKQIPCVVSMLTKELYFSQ
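Assay system – Uncleavable procaspase-7 mutant enzyme · Quantity – 2 µM procaspase-7 mutant as dispensed · Times – 1 h preincubation, 2 h reaction · Dosing – single nominal 8.5 µM compound dose, 0.8% DMSO final · Buffer or medium – Zinc-free 50 mM HEPES buffer, pH 7.4, with NaCl and Triton X-100 · Detection – Epi-absorbance of released pNA at 405 nm, two timepoints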
core dimer inh – HCV core protein dimerization inhibition. TR-FRET GST/Flag-core106 dimerization, 1536-well. inhibition, % at 5 µM. 300,000 compounds, 0.33% hits. AID 1899;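 active means inhibition above the mean of all tested compounds plus 3 SD, set per screening campaign, cut at about 45% in these data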
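Material: GST/Flag-tagged HCV core106 proteins. Incubation: 4 h, 22.5 °C incubation. Read-out basis: inhibition (%) from 671 over 617 nm ratio. Measured by: TR-FRET, excitation 340 nm, emission 617 and 671 nm.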
Fh CTSL1 inh – counter-screen for PFM18AAP inhibitors: inhibitors of F. hepatica cathepsin L1; recombinant F. hepatica cathepsin L1, Z-Leu-Arg-MCA fluorescence; AID 1906; inhibition, % at 5.96 µM; 300,000 compounds, 0.49% hits;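 active means inhibition above the mean of all tested compounds plus 3 SD, set per screening campaign, cut at about 17% in these data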;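 further: 0% = plate median of test compound wells and 100% = 1 µM Z-Phe-Ala-diazomethylketone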
JMJD2C inh – human JMJD2C demethylase inhibition; GST-JMJD2C(1-420) H3K9me3 demethylation, DELFIA europium; inhibition, % at 2.35 µM; 330,000 compounds, 0.069% hits; AID 2099;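 active means more than half of a compound's replicate wells show inhibition beyond 50%, single wells judged on their own value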;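 further: signal counts dimethyl H3K9 product captured on neutravidin plate; 0% = median of DMSO wells and 100% = 0.3 times that DMSO median; strong numbers were not always called active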
VLA-4 inh – inhibition in a human VLA-4 binding assay; inhibition, % (about 7 µM as worked out from the volumes in the protocol); VLA-4 expressing cells, ligand binding flow cytometry; 330,000 compounds, 0.2% hits; in the data active means inhibition above about 50%
PP1 inh – counter-screen for PP5 inhibitors: inhibitors of human PP1-alpha; 320,000 compounds, 0.9% hits; purified PP1alpha, OMFP fluorescence; P62136; inhibition, % at 6.7 µM; AID 2235;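 active means inhibition above the mean inhibition of all tested compounds plus 3 SD, computed separately for each screening campaign, cut at about 15% in these data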
GRK2 aptamer HTS – human GRK2 inhibition via aptamer displacement; bead flow cytometry, FAM-aptamer displacement from GRK2; inhibition of aptamer binding, % at 10 µM; P25098; 330,000 compounds, 0.59% hits; AID 488847;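 active means inhibition of aptamer binding above 40%, roughly 3 SD of noise, on plates passing a quality check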;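 further: median bead fluorescence of bound FAM aptamer so fluorescent compounds give negative values; no value below 0 was filed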
* marks the source's active call; other numbers are inactive results; & = joins results of further samples.

Screening O=C(N/N=C/c1ccc(Br)s1)c1ccccn1 returned PP5 primary 1.4, procasp3 activ -6, proCasp7 act 0, core dimer inh -7, Fh CTSL1 inh -1, JMJD2C inh -3, VLA-4 inh 1, PP1 inh 4 and GRK2 aptamer HTS 4.
Screening CCOC(=O)C1=C(C)NC(C)=C(C(=O)OCC)C1C(=O)OCC(=O)c1ccc2c(c1)OCCO2 returned PP5 primary 0.2, procasp3 activ 2, proCasp7 act 16, core dimer inh -1, Fh CTSL1 inh 1, JMJD2C inh 13&8, VLA-4 inh 15, PP1 inh -1 and GRK2 aptamer HTS 0.
`Cc1ccc(/C=C2\CCOC2=O)cc1` gave PP5 primary 1.3, procasp3 activ 9, proCasp7 act 2, core dimer inh 2, Fh CTSL1 inh -1, JMJD2C inh -1, VLA-4 inh 3, PP1 inh -1 and GRK2 aptamer HTS 2.
`O=C(c1cc([N+](=O)[O-])cc([N+](=O)[O-])c1)N1CCCc2ccccc21` gave PP5 primary -3.4, procasp3 activ 5, proCasp7 act 3, core dimer inh 5, Fh CTSL1 inh -1, JMJD2C inh 15, VLA-4 inh 14, PP1 inh -5 and GRK2 aptamer HTS 0.
Screening CCCCn1c(N)c(N(CC(C)C)C(=O)C2CCCO2)c(=O)[nH]c1=O (centres undefined) returned PP5 primary -2.1, procasp3 activ 9, proCasp7 act 5, core dimer inh 1, Fh CTSL1 inh -2, JMJD2C inh 0, VLA-4 inh 3, PP1 inh -9 and GRK2 aptamer HTS 0.
O=C1CC(c2ccccc2)Cc2nc(NC3CC3)ncc21 (centres undefined) was read as PP5 primary -2.6, procasp3 activ 11, proCasp7 act 4, core dimer inh -6, Fh CTSL1 inh 1, JMJD2C inh 1, VLA-4 inh 13, PP1 inh -6 and GRK2 aptamer HTS 0.
Screening CC(=O)Nc1ccc(S(=O)(=O)N2CCOCC2)cc1 returned PP5 primary 1.5, procasp3 activ 1, proCasp7 act 4, core dimer inh -2, Fh CTSL1 inh -4, JMJD2C inh -8, VLA-4 inh -1, PP1 inh -3 and GRK2 aptamer HTS 0.
For COc1ccc(-c2ccc(CCC(=O)O)n2-c2ccccc2OC)cc1 the results were PP5 primary -2.7, procasp3 activ -16, proCasp7 act -14, core dimer inh -16, Fh CTSL1 inh -1, JMJD2C inh -10, VLA-4 inh -18, PP1 inh 3 and GRK2 aptamer HTS 1.
For C=CCc1ccc(OCc2ccc(C(=O)Nc3ccc(NC(C)=O)cc3)o2)c(OC)c1 the results were PP5 primary 3.2, procasp3 activ 3, proCasp7 act 5, core dimer inh 6, Fh CTSL1 inh 2, JMJD2C inh -2, VLA-4 inh -18, PP1 inh 3 and GRK2 aptamer HTS 0.
Screening O=C(NCC1CCCO1)c1cccc2c1C(=O)c1ccc(N3CCC(Cc4ccccc4)CC3)cc1S2(=O)=O (centres undefined) returned procasp3 activ 3, proCasp7 act -7, JMJD2C inh 0, VLA-4 inh -151 and GRK2 aptamer HTS 10.
For CC(NC(=O)CN1CCCC1)C12CC3CC(CC(C3)C1)C2 (centres undefined) the results were PP5 primary 0.4, procasp3 activ -5, proCasp7 act 2, core dimer inh -3, Fh CTSL1 inh -1, JMJD2C inh -11, VLA-4 inh 5, PP1 inh 1 and GRK2 aptamer HTS 1.
`O=C(NN=C1CCCC1)c1n[nH]c2c1CCC2` gave PP5 primary 1.0, procasp3 activ -2, proCasp7 act 3, core dimer inh -4, Fh CTSL1 inh -4, JMJD2C inh 7, VLA-4 inh -2, PP1 inh -2 and GRK2 aptamer HTS 2.
CC(C)(CNc1ccc([N+](=O)[O-])cc1Cl)N1CCOCC1 was read as PP5 primary 0.2, procasp3 activ -12, proCasp7 act -5, core dimer inh 11, Fh CTSL1 inh 3, JMJD2C inh 3, VLA-4 inh 4, PP1 inh -4 and GRK2 aptamer HTS 0.
For O=C1/C(=C\c2cccnc2)CN(Cc2ccccc2)C/C1=C\c1cccnc1 the results were PP5 primary 0.1, procasp3 activ -15, proCasp7 act 1, core dimer inh 12, Fh CTSL1 inh -4, JMJD2C inh 10, VLA-4 inh 13, PP1 inh 5 and GRK2 aptamer HTS 1.
For CC(/C=N/NC(=O)Cc1cc(=O)[nH][nH]1)=C\c1ccccc1 the results were PP5 primary -0.4, procasp3 activ -1, proCasp7 act -10, core dimer inh -4, Fh CTSL1 inh 4, JMJD2C inh 7, VLA-4 inh -8, PP1 inh 4 and GRK2 aptamer HTS 0.

Sorted by molar mass (highest first): four of the compounds above
Screening O=C(NCC1CCCO1)c1cccc2c1C(=O)c1ccc(N3CCC(Cc4ccccc4)CC3)cc1S2(=O)=O (centres undefined) returned procasp3 activ 3, proCasp7 act -7, JMJD2C inh 0, VLA-4 inh -151 and GRK2 aptamer HTS 10.
For C=CCc1ccc(OCc2ccc(C(=O)Nc3ccc(NC(C)=O)cc3)o2)c(OC)c1 the results were PP5 primary 3.2, procasp3 activ 3, proCasp7 act 5, core dimer inh 6, Fh CTSL1 inh 2, JMJD2C inh -2, VLA-4 inh -18, PP1 inh 3 and GRK2 aptamer HTS 0.
For O=C1/C(=C\c2cccnc2)CN(Cc2ccccc2)C/C1=C\c1cccnc1 the results were PP5 primary 0.1, procasp3 activ -15, proCasp7 act 1, core dimer inh 12, Fh CTSL1 inh -4, JMJD2C inh 10, VLA-4 inh 13, PP1 inh 5 and GRK2 aptamer HTS 1.
For COc1ccc(-c2ccc(CCC(=O)O)n2-c2ccccc2OC)cc1 the results were PP5 primary -2.7, procasp3 activ -16, proCasp7 act -14, core dimer inh -16, Fh CTSL1 inh -1, JMJD2C inh -10, VLA-4 inh -18, PP1 inh 3 and GRK2 aptamer HTS 1.

Next section.
For N#C/C(=C\c1ccc(-c2cccc([N+](=O)[O-])c2)o1)C(=O)NCCN1CCOCC1 the results were PP5 primary 1.9, procasp3 activ -7, proCasp7 act -8, core dimer inh -14, Fh CTSL1 inh -1, JMJD2C inh -35, VLA-4 inh 15, PP1 inh -1 and GRK2 aptamer HTS 0.
For O=c1c2cccc3c2c(nn1-c1ccccc1)-c1ccccc1-3 the results were PP5 primary 1.4, procasp3 activ 6, proCasp7 act 1, core dimer inh 14, Fh CTSL1 inh 1, JMJD2C inh -10, VLA-4 inh -7, PP1 inh -1 and GRK2 aptamer HTS 0.
Screening COc1ccc(C2=CC(=O)C[C@H](c3ccc(F)cc3)C2)cc1F returned PP5 primary 2.0, procasp3 activ 1, proCasp7 act 15, JMJD2C inh 7, VLA-4 inh 0, PP1 inh -3 and GRK2 aptamer HTS 0.
For CCS(=O)(=O)N1Cc2ccccc2CC1C(=O)Nc1cccc(S(=O)(=O)N(C)C)c1 (centres undefined) the results were PP5 primary 2.3, procasp3 activ 2, proCasp7 act 7, core dimer inh 10, Fh CTSL1 inh -8, JMJD2C inh -13, VLA-4 inh -4, PP1 inh -3 and GRK2 aptamer HTS 0.
`CCOC(=O)C1CCN(C(=O)c2cc3c(=O)n4cccc(C)c4nc3s2)CC1` gave PP5 primary -1.7, procasp3 activ 10, proCasp7 act 1, core dimer inh -13, Fh CTSL1 inh 4, JMJD2C inh 7, VLA-4 inh -1, PP1 inh -1 and GRK2 aptamer HTS 0.
Screening COc1ccc(/C=N/NC(=O)C2C(=O)NCC2c2ccccc2)c(OC)c1 (centres undefined) returned PP5 primary 4.0, procasp3 activ 10, proCasp7 act -1, core dimer inh -6, Fh CTSL1 inh 2, JMJD2C inh -14, VLA-4 inh 10, PP1 inh -4 and GRK2 aptamer HTS 1.
Screening O=C(Nn1c(C2CCCCC2)nc2ccccc2c1=O)c1ccc([N+](=O)[O-])cc1 returned PP5 primary 1.7, procasp3 activ 0, proCasp7 act 13, core dimer inh 5, Fh CTSL1 inh -2, JMJD2C inh 3, VLA-4 inh 22, PP1 inh 3 and GRK2 aptamer HTS 0.
Screening Fc1ccc(-c2nnc(CSc3nnc4ccccn34)o2)cc1 returned PP5 primary 1.4, procasp3 activ -2, proCasp7 act 3, core dimer inh -3, Fh CTSL1 inh -8, JMJD2C inh 0, VLA-4 inh 9, PP1 inh -6 and GRK2 aptamer HTS 1.
`CN(C)CCNc1oc(COc2ccc(-c3ccccc3)cc2)nc1C#N` gave PP5 primary 5.5, procasp3 activ -9, proCasp7 act -7, core dimer inh -7, Fh CTSL1 inh -3, JMJD2C inh -17, VLA-4 inh 19, PP1 inh 0 and GRK2 aptamer HTS 0.
For CC(NC(=O)C1CCCN(C(=O)c2ccc(Cl)cc2)C1)c1cccc(C(F)(F)F)c1 (centres undefined) the results were PP5 primary 1.2, procasp3 activ 2, proCasp7 act 10, JMJD2C inh 7, VLA-4 inh 15, PP1 inh -4 and GRK2 aptamer HTS 0.
For NC(=O)C1=CN(Cc2ccc(Cl)cc2)CCC1C(F)(F)F (centres undefined) the results were PP5 primary 1.6, procasp3 activ -6, proCasp7 act 9, core dimer inh 0, Fh CTSL1 inh -14, JMJD2C inh -15, VLA-4 inh -4, PP1 inh -5 and GRK2 aptamer HTS 0.
`CC(Oc1ccc(C(C)(C)C)cc1)c1ccnc2nc(/N=C/N(C)C)nn12` (centres undefined) gave PP5 primary 3.4, procasp3 activ 4, proCasp7 act 1, core dimer inh 4, Fh CTSL1 inh 6, JMJD2C inh -21, VLA-4 inh 10, PP1 inh -2 and GRK2 aptamer HTS 1.
Screening Cc1c(NC(=O)c2cc(C3CC3)on2)c(=O)n(-c2ccccc2)n1C returned PP5 primary 1.3, procasp3 activ 5, proCasp7 act -1, core dimer inh -16, Fh CTSL1 inh 42*, JMJD2C inh -1, VLA-4 inh 18, PP1 inh -1 and GRK2 aptamer HTS 2.
CN(C)c1ccc(C2C3CCCc4ccccc4C3=NN2C)cc1 (centres undefined) was read as PP5 primary -1.6, procasp3 activ -17, proCasp7 act -12, core dimer inh -2, Fh CTSL1 inh 3, JMJD2C inh 12, VLA-4 inh 2, PP1 inh -4 and GRK2 aptamer HTS 1.
Screening CCCCC(=O)NCc1ccccc1Cl returned PP5 primary -1.9, procasp3 activ 6, proCasp7 act 9, core dimer inh -2, Fh CTSL1 inh 0, JMJD2C inh 24, VLA-4 inh 9, PP1 inh 1 and GRK2 aptamer HTS 0.
`NC(=O)C1CCN(C(=O)CCC(=O)N2CCOc3ccc(Cl)cc32)CC1` gave PP5 primary -0.4, procasp3 activ 4, proCasp7 act 4, core dimer inh -1, Fh CTSL1 inh 1, JMJD2C inh -2, VLA-4 inh 8, PP1 inh -4 and GRK2 aptamer HTS 0.
For O=C1COc2ccc(C(=O)CSc3nnc(-c4cccs4)n3Cc3ccccc3)cc2N1 the results were PP5 primary -1.6, procasp3 activ 11, proCasp7 act -9, core dimer inh 19, Fh CTSL1 inh -1, JMJD2C inh 1&14, VLA-4 inh 6, PP1 inh 2 and GRK2 aptamer HTS 0.

Compound activity as filed in PubChem.
